# Compound activity (PubChem)
# GPR151 activ = activators of human GPR151. PathHunter beta-arrestin GPR151 cells, luminescence. Q8TDV0. AID 1508602. actives 1% (n = 650,000). activation, % at 11.2 µM; in the data active = activation above about 4.9%;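 note: 0% = median of compound wells and 100% = cells with positive control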
# Target sequence (Q8TDV0 whole entry, looked up): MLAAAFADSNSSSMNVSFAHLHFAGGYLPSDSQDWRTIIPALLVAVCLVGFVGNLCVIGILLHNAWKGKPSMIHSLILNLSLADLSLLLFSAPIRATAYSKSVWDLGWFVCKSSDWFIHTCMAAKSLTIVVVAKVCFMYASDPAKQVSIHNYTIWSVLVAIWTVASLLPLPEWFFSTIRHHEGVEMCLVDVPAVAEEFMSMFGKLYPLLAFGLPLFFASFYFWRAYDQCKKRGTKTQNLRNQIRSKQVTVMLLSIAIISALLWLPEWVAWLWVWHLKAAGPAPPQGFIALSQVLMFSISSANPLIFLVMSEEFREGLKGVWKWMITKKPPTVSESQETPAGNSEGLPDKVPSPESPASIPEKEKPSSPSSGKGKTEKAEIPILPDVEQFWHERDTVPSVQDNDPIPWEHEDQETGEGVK
# MITF primary = human MITF inhibition, primary screen. AID 1259374. actives 0.91% (n = 650,000). inhibition, % at 2.6 µM. O75030. AlphaScreen MITF homodimerization, bead proximity signal; in the data active = inhibition above about 50%;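 note: 0% = vehicle wells with protein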
# Target sequence (O75030 whole entry, looked up): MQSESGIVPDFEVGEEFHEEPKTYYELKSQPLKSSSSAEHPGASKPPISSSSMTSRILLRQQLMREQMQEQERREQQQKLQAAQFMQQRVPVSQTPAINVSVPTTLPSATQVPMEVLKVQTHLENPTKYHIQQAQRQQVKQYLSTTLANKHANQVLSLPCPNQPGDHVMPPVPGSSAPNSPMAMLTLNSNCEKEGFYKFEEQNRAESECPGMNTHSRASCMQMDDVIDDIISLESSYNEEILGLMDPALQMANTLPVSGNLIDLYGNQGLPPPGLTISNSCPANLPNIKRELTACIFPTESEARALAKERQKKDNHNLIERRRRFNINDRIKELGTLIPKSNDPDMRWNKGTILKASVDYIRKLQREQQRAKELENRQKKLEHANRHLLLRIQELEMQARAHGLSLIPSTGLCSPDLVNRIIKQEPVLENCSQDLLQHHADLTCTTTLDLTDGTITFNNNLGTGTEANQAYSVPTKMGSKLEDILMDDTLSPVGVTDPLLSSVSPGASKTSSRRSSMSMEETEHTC
# TEAD-YAP block = TEAD-YAP interaction inhibition. HEK-TIYL cells, TEAD-Gal4/YAP UAS-luciferase luminescence. inhibition, % at 9.12 µM. actives 1.4% (n = 640,000); in the data active = inhibition above about 32%;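 note: 0% = median of test compound wells and 100% = reference inhibitor wells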
# FBW7 activator = human FBW7 E3 ligase activation, primary screen; Q969H0; AlphaScreen FBW7–phospho-cyclin E peptide binding, activator screen; normalized activity (activation), % at 26.1 µM; actives 0.13% (n = 650,000); AID 1259310; in the data active = normalized activity above about 1.9%;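 note: purified mutant Fbw7 with reduced substrate affinity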
# Active calls of the source: *; & = joins results of further samples.
molecule	GPR151 activ	MITF primary	TEAD-YAP block	FBW7 activator
CCOCCc1nnc(NC(=O)CS(=O)(=O)c2ccccc2)s1	-0.1	-12	-4	0.1
CCCNC(=O)c1ccnc(N2CCN(Cc3ccc4c(c3)OCO4)CC2)c1	0.4	-7	-2	-0.1
Cc1cc(N(CC(=O)NCCSC(C)(C)C)S(C)(=O)=O)ccc1Br	0.1	7	-5	-0.1
CN(C)S(=O)(=O)c1ccc(/C(O)=C2/C(=O)C(=O)N(Cc3cccnc3)C2c2cccs2)cc1 (centres undefined)	-1.0	7	-1	0.1
O=C(COc1ccc(Cl)cc1)OCC(=O)c1ccccc1F	-0.9	7	1	0.0
N#Cc1ccc(NC(=O)COC(=O)c2cc(S(=O)(=O)N3CCOCC3)ccc2F)cc1	-1.1	11	-3	0.0
CC1(C)Oc2ccc(C(=O)NC3CC3)cc2N(CC(=O)Nc2cccc(Cl)c2)C1=O	-0.4	1	-2	0.1
CC(C)CCN1C(=O)c2ccc(C(=O)NCc3ccco3)cc2C1=O	-0.3	16	6	-0.1
COc1ccc(C(=O)N/C(=C\c2cccc(Cl)c2)C(=O)N2CC3CC(C2)c2cccc(=O)n2C3)c(Cl)c1 (centres undefined)	-0.6	25	0	0.0
O=[N+]([O-])c1cccc(/C=[N+](\[O-])c2ccccc2)c1	-1.0	5	7	0.1
Cc1cccc(C)c1OC1(c2ccccc2)OC(=O)c2ccccc21 (centres undefined)	0.1	-5	2	0.2
CCN(CC)Cc1cc(C(C)=O)ccc1OC	0.5	-2	-14	-0.2
O=C(O)c1n[nH]c2c1CCCC2	-0.8	5	-8	-0.1
Cc1cc(C)nc(/N=C(\NC(=O)C(C)C)Nc2ccc(F)cc2)n1	-0.1	9	-2	0.1
CCOC(=O)C(NC(=O)c1cccc(C(F)(F)F)c1)(Nc1sc2c(c1C#N)CCCCC2)C(F)(F)F (centres undefined)	-0.3	4	-6	0.1
O=C(O)CN=C(NS(=O)(=O)c1ccc(Cl)cc1)c1ccccc1	-0.3&0.1	11&11	8&5	0.1&0.8
CN(C)C(=O)C1C2NC(=S)N(c3ccccc3)C1(C)Oc1ccc(Br)cc12 (centres undefined)	0.7	29	4	-0.1
COc1ccc(CN2CCN(C(=O)c3cccnc3)CC2)c(OC)c1	0.5	44	-4	-0.1
COCCN(CCOC)C(=O)C1CCN(S(=O)(=O)c2cccc3nsnc23)CC1	1.4	5	-4	-0.2
O=C1CC(c2ccccc2)CC2=C1C(c1ccc(Cl)cc1)Nc1ccccc1N2 (centres undefined)	-1.0	9	14	0.4
CC1(C)Cc2cccc(OCC(=O)NNC(=O)c3ccc(Cl)cc3)c2O1	1.7	-3	2	-0.1
CN(C)C(=O)c1ccnc(Nc2ccc3[nH]ncc3c2)c1	0.0	14	9	0.2
CN(C)N1C(N)=C(C#N)C(c2ccc([N+](=O)[O-])cc2)C2=C1CCCC2=O (centres undefined)	-0.1	-5	-3	0.0
C=CCN1CCN(S(=O)(=O)c2cccc(OC)c2)C(C(=O)NCc2ccccc2)C1 (centres undefined)	-0.3	-9	-6	0.0
O=C(Nc1ccc(O)c(-c2nc3ccccc3s2)c1)c1ccco1	0.4	2	1	0.1
O=C(c1ccncc1)N1CC[C@@H]2[C@H](CCCN2Cc2cccc(F)c2F)C1	-1.0	1	-5	0.5
O=c1c2sccc2nc(SCc2ccccc2F)n1Cc1ccco1	1.5	-9	-6	-0.1
NC(=O)c1cccc(NC(=O)CCC(=O)O)c1	0.1	12	2	-0.1
COc1cccc(O)c1CN1CCc2nnc(C3CCCO3)n2CC1 (centres undefined)	-0.7	6	2	0.0
CC(=O)Nc1ccc(NC(=O)c2cc(N3CCc4ccccc4C3)nc3ccccc23)cc1	-2.9	13	-13	0.5
CCC(=O)N1CCCc2ccc(NC(=O)c3c(-c4ccccc4Cl)noc3C)cc21	0.2	-7	-7	1.0
COc1ccc(S(=O)(=O)Nc2nc3ccccc3s2)cc1[N+](=O)[O-]	-0.3	17	-1	0.2
Cc1cc(C(F)(F)F)nc2nc(NC(=O)C3CC3)ccc12	-0.3	-14	-3	-0.1
c1cnc2c(c1)nc(C1CCCO1)n2C1CCN(Cc2ccsc2)CC1 (centres undefined)	0.4	15	-10	0.3
COc1ccc(/C=C/C(=O)Oc2ccc(Cl)cc2Cl)cc1	0.6	3	3	0.0
CCOC(=O)c1c(NC(=O)c2sc3ccccc3c2Cl)sc2c1CCC(C(C)(C)C)C2 (centres undefined)	-1.1	0	-1	0.0
O=S(=O)(Nc1ccc2c(c1)OCCO2)c1cccc(S(=O)(=O)N2CCCC2)c1	3.2	7	6	0.1
Cc1ccc(C2=N/C(=C\c3ccc(I)cc3)C(=O)O2)cc1[N+](=O)[O-]	-0.5	3	1	-0.1
Cc1cc(C)cc(Oc2nc3ccccn3c(=O)c2/C=C(\C#N)C(=O)NCc2ccco2)c1	-0.6	6	19	0.0
CCOC(=O)c1cnc2c(C)c(Cl)ccc2c1NCc1cccnc1	1.8	13	7	0.1
Cc1nn(C(C)C(=O)NCc2ccco2)c2ccccc12 (centres undefined)	1.3	-10	-7	0.0
Cc1cccc(NC(=O)c2c(NC(=O)C(C)C)sc3c2CCCC3)c1	1.3	4	3	0.0
CCCc1cc(N2CCN(CCOc3ccc(Cl)cc3)CC2)n2c(nc3ccccc32)c1C#N	-1.3	13	1	0.1
O=C(COC(=O)C1=COCCO1)Nc1ccc(C(F)(F)F)cc1	0.2	4	3	-0.1
O=C(Nc1nc(-c2ccc(Br)s2)cs1)c1ccc(S(=O)(=O)N2CCCCC2)cc1	1.7	4	10	-0.1
O=C(O)c1ccccc1C(=O)n1cnc2ccccc21	-0.2	-3	-1	-0.3
COc1ccc(-c2cnc(NCc3ccc(SC)cc3)n2C)cc1	2.3	39	5	-0.2
Cc1ccc(Cn2c(C)c(CNCCc3cccs3)c(C(=O)O)c2C)cc1	-0.9	-16	-4	0.1
C=CCn1c(SCC(=O)c2cc(C)n(-c3ccccc3)c2C)nc2sc3c(c2c1=O)CCC(C)C3 (centres undefined)	-1.5	8	12	0.1
CCOC(=O)c1c(-c2ccc(C)cc2C)csc1NC(=O)c1ccccc1Cl	1.1	1	3	-0.1
CN(CC(=O)NC1CCCC1)S(=O)(=O)c1ccccc1	-0.3	0	8	-0.2
COc1ccc(NC(=O)CSc2nc3ccccc3c(=O)[nH]2)cc1S(N)(=O)=O	-1.3	0	-12	-0.1
COC(=O)c1cc2ccsc2n1CC(=O)N(C)C1CCCCC1	-0.3	6	4	0.2
COc1ccc(CCNC(=O)C(=O)NCCCOC(C)C)cc1OC	1.3	9	1	0.8
CC#CC(=O)N1CCCC(N2CCN(c3ccc(OC)cc3)CC2)C1 (centres undefined)	0.3	10	12	0.0
Cc1cc([N+](=O)[O-])ccc1N=Cc1ccsc1	-0.6	15	1	0.5
CN1CCC(N(C)C(=O)c2cc(-c3ccc(F)cc3)nc3ccccc23)CC1	0.4	24	-5	0.7
CON(C)C(=O)c1ccc2cc[nH]c2c1	1.1	-3	-1	0.2
Cc1ccc(/C=C2/N=C(c3cc(I)ccc3Cl)SC2=O)o1	-1.2	8	-6	-0.2
O=C(NC1CCCCC1)c1ccc2c(=O)n(Cc3ccccc3)c(SCc3cccc([N+](=O)[O-])c3)nc2c1	-0.8	7	-4	-0.1

# Next section, starting with the last 4 of the part before.
molecule	GPR151 activ	MITF primary	TEAD-YAP block	FBW7 activator
CN1CCC(N(C)C(=O)c2cc(-c3ccc(F)cc3)nc3ccccc23)CC1	0.4	24	-5	0.7
CON(C)C(=O)c1ccc2cc[nH]c2c1	1.1	-3	-1	0.2
Cc1ccc(/C=C2/N=C(c3cc(I)ccc3Cl)SC2=O)o1	-1.2	8	-6	-0.2
O=C(NC1CCCCC1)c1ccc2c(=O)n(Cc3ccccc3)c(SCc3cccc([N+](=O)[O-])c3)nc2c1	-0.8	7	-4	-0.1
O=C(NCCC(c1ccccc1)c1ccccc1)C1(c2cccs2)CCOCC1	0.5	-3	3	0.0
Cc1ccc(OCCCN2CCN(C)CC2)c([N+](=O)[O-])c1	5.2*	76*	11	-0.2
O=C(Nc1ncn[nH]1)c1cc([N+](=O)[O-])ccc1Cl	-0.4	16	2	0.1
O=C(OCC(=O)N1CCCC1)c1cc(F)c(F)cc1Cl	-1.1	17	-14	0.6
O=C(CCC1(Cc2ccc(Cl)cc2)CCC(=O)N1)NCc1nc2c(s1)CCCC2 (centres undefined)	-0.1	10	-9	-0.1
COC(=O)C1=C(C)N(c2ccc(OC)c(OC)c2)C(=O)/C1=C\c1ccccc1[N+](=O)[O-]	-0.9	4	-12	-0.1
CCCCCCC1CCC(C(=O)Nn2c(-c3ccc(C)c(C)c3)nc3ccccc3c2=O)CC1 (centres undefined)	-1.1	11	6	0.0
CC(C)OCCCNC(=O)C(=O)NCCc1ccccc1	1.5	-8	-7	-0.2
O=C(Cc1c(F)cccc1Cl)n1nnc2ccccc21	1.9	0	10	0.1
O=C(CN(Cc1ccccc1)S(=O)(=O)c1ccc(Cl)cc1)NCc1ccco1	-0.6	-6	-16	0.0
Cc1cc(Cl)ccc1NC(=O)CC(C)S(=O)(=O)c1ccc2c(c1)OCC(=O)N2 (centres undefined)	-0.6	-5	5	-0.1
O=C(COC(=O)c1ccc([N+](=O)[O-])o1)Nc1ccccc1	0.8	4	5	0.1
Nc1cccc2c(N=Cc3c(O)[nH]c(=O)[nH]c3=O)cccc12	2.5	17	5	0.0
CCSc1ncc(Cl)c(C(=O)Nc2nnc(C(C)C)s2)n1	-0.5	-11	-2	-0.2
CC1=NN(c2ccc([N+](=O)[O-])cc2)C(=O)/C1=C/c1ccccc1Cl	-1.3	13	6	0.2
CC1CCCCN1C(=O)c1cc2nc(-c3ccc(Cl)cc3)cc(C(F)(F)F)n2n1 (centres undefined)	2.4	4	-3	-0.1
COc1ccc(N2Cc3ccccc3C2=O)cc1	-7.8	6	66*	0.0
CCOC(=O)Cn1c(=O)c(=O)n(C(C)C)c2ccc(C(F)(F)F)cc21	-1.4	14	2	0.5
CCC(=O)Nc1nc2c(s1)C(=O)CC(C(=O)N1CCCC(C)C1)C2 (centres undefined)	0.0	5	-7	-0.1
CC(C)COC(=O)C1C2C=CC3(CN(C(C)c4ccc(Br)cc4)C(=O)C13)O2 (centres undefined)	-0.2	5	-3	0.0
Cc1ccc(S(=O)(=O)N2CCOC2CNC(=O)C(=O)NCc2cccnc2)cc1 (centres undefined)	-0.3	-5	0	0.3
COc1ccc(N(CC(=O)N2CCCCC2)S(C)(=O)=O)c(OC)c1	0.0	3	-3	0.0
CC1CCCC(C)N1C(=O)Cn1ncc2c1-c1ccccc1OC2 (centres undefined)	0.1	-5	-3	-0.2
O=C(C1CCN(S(=O)(=O)c2cccc3cccnc23)CC1)N1CCCCC1	-0.4	-10	4	0.2
COCCn1c(C)cc(C(=O)CSc2nnc3cc(C)c4ccccc4n23)c1C	-1.1	0	-4	-0.1
COc1ccc2c(c1)OCC/C2=N/OC(=O)c1ccc(Cl)cc1	-1.0	6	5	0.6
COc1cccc2cc(-c3cn4ccccc4n3)c(=O)oc12	-6.1	7	42*	0.1
COc1cc(C(=O)Nc2ccccc2OC(C)C)cc(OC)c1OC	1.9	10	18	0.0
O=C(NNC1CC(=O)N(c2ccc(Br)cc2)C1=O)c1ccc([N+](=O)[O-])cc1 (centres undefined)	-1.2	-8	-1	0.2
CCCCN(CC)C(=O)c1c[nH]c2ccc(S(=O)(=O)N(C)c3ccc(F)cc3)cc2c1=O	0.7	12	1	-0.3
CC1=C(C(=O)OC2CCCC2)C(c2ccc([N+](=O)[O-])cc2)C2=C(CC(c3ccccc3)CC2=O)N1 (centres undefined)	-0.8	16	10	0.3
COc1cc(CNCCO)ccc1OC1CCCC1	-0.9	2	-1	-0.1
COc1ccc(C(=O)Oc2ccc(/C=N/NC(=O)c3ccccc3)cc2[N+](=O)[O-])cc1	-4.1	13	-16	0.1
COc1ccc(CNC2=C(Cl)C(=O)c3ccccc3C2=O)cc1	-4.2	20	-7	-0.1
CNC(=O)NC(=O)C(OC(=O)/C=C/c1ccc(OC(F)F)cc1)c1ccccc1 (centres undefined)	0.3	-5	5	0.0
Oc1ccc(C2=Nn3c(nnc3-c3ccccc3Cl)SC2)cc1O	-0.7	5	63*	-0.4
Cc1ccc2c(c1)CN(CCC(=O)NCCCN1CCOCC1)CC(C)O2 (centres undefined)	0.3	9	-6	0.0

# Record cards, from the list above.
# Entry for `COCCn1c(C)cc(C(=O)CSc2nnc3cc(C)c4ccccc4n23)c1C` → GPR151 activ = -1.1; MITF primary = 0; TEAD-YAP block = -4; FBW7 activator = -0.1
# Entry for `COc1ccc(C(=O)Oc2ccc(/C=N/NC(=O)c3ccccc3)cc2[N+](=O)[O-])cc1` → GPR151 activ = -4.1; MITF primary = 13; TEAD-YAP block = -16; FBW7 activator = 0.1
